RAD52 anneal inh: blocks human RAD52 DNA annealing; P43351; recombinant RAD52 DNA annealing, FRET fluorescence; inhibition, % at 18.7 µM; 0.46% of 360,000 active; AID 651710;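 active = every replicate showing at least 50% inhibition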
Target sequence (P43351 whole entry, looked up): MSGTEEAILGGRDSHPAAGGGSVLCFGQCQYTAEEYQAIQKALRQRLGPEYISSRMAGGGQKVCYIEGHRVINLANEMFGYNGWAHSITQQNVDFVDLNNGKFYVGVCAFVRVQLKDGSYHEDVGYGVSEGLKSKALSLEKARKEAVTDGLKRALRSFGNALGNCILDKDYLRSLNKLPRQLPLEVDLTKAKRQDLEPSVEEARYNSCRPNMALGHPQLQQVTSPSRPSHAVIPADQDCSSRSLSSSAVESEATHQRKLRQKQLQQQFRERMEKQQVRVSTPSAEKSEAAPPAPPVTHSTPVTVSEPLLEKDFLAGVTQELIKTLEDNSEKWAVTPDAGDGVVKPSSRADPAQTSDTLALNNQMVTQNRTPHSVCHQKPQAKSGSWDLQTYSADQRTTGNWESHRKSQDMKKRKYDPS
RAD54 branch: RAD54 (human) branch migration inhibition; AID 602329; RAD54 Holliday junction branch migration, FAM/BHQ fluorescence; inhibition, % at 10.4 µM; Q92698; 0.14% of 360,000 active;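 active = mean normalized replicate activity at least 40 and at least half of replicates scoring 40 or more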;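 also: 0% = median of neutral control wells and 100% = median of positive control wells; inhibitors cause a drop in the FAM fluorescence signal; in these data hits start at about 50%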
esBAF inh: SWI/SNF esBAF complex inhibition; 2% of 350,000 active; reporter increase, % at 12.5 µM; AID 602393; mouse ES cells, Bmi1-luciferase knock-in reporter, 24 h; 100% = twice the neutral-well signal; in the data active = activation above about 40%;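 also: 0% = median of the plate's neutral control wells and 100% = double that signal; a rise in the Bmi1 reporter signal indicates esBAF inhibition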
EWS-Fli block: blocks EWS/Fli oncoprotein-driven transcription. 0.67% of 350,000 active. inhibition, % at 12.6 µM. A673 NR0B1-luciferase reporter, viability-normalised;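 active = mean inhibition of at least 50% after viability correction, with every replicate also passing that limit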;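 also: firefly luciferase signal divided by Alamar Blue viability fluorescence both relative to DMSO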
XiGFP reactiv: activators of X-chromosome reactivation in mouse fibroblasts; XiGFP mouse fibroblasts, % GFP-positive cells imaging, 3 d; cells co-treated with 5-aza-dC sensitizer; scaled so ellipticine positive control = 100%; activation, % at 7.58 µM; 0.055% of 360,000 active; AID 743238;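 active = mean normalized replicate activation at least 10% and every replicate at or above 10%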;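 also: 0% = median of on-plate neutral control wells and 100% = ellipticine 6 µM median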
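System: 68-5-11 XiGFP fibroblast line; Timing: 3 days compound exposure; Compound dosing: one concentration, pinned; Benchmarks: positive control ellipticine, 6 µM final; Buffer or medium: DMEM containing 5-aza-dC.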
FN deposition inh: fibronectin deposition inhibition; AH1F fibroblasts, Alexa488-fibronectin deposition fluorescence, overnight; inhibition, % at 12.6 µM; 0.086% of 350,000 active; AID 743247;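 active = mean inhibition across replicates of 30% or more, regardless of how many single replicates reach that level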;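 also: positive control wells lacked labelled fibronectin entirely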
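Measured by – fluorescence 485/525 nm · System – AH1F fibroblast monolayer, labelled fibronectin deposition · Amount – 10000 cells per well · Buffer or medium – serum-reduced DMEM (2% serum) · Doses – single dose, pinned · Also added – fluorescent fibronectin at 24 nM final · Schedule – 1 h cell attachment, overnight exposure to compound and label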
S100A4 inh HTS: S100A4-myosin IIA interaction inhibition. S100A4/TAMRA-MyoIIA peptide fluorescence polarization. inhibition, % at 10.7 µM. P26447. 0.14% of 360,000 active;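 active = mean inhibition of at least 70% across replicates, with every replicate also reaching that level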
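Material: S100A4 monomer protein | Medium: HEPES pH 7.2 with CaCl2, KCl, NaCl, DTT, Triton | Reagent: Labelled myosin peptide probe, 5 nM | Doses: One dose per compound | Times: 5 min incubation before reading | Benchmarks: Neutral control DMSO, positive control TFP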
E-sel inducer: E-selectin induction on HUVECs. P16581. HUVEC E-selectin immunofluorescence imaging; normalized: neutral wells 0, TNF-alpha wells 100. activation, % at 7.58 µM. 0.37% of 260,000 active;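 active = mean E-selectin-positive cell signal at least 10% of the positive control, reached in at least 60% of replicates, without over 20% cell loss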;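 also: in these data hits start at about 27%; measured in HUVEC primary endothelial cells; signal is the percent of cells scored E-selectin positive by PE staining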
Target sequence (P16581 whole entry, looked up): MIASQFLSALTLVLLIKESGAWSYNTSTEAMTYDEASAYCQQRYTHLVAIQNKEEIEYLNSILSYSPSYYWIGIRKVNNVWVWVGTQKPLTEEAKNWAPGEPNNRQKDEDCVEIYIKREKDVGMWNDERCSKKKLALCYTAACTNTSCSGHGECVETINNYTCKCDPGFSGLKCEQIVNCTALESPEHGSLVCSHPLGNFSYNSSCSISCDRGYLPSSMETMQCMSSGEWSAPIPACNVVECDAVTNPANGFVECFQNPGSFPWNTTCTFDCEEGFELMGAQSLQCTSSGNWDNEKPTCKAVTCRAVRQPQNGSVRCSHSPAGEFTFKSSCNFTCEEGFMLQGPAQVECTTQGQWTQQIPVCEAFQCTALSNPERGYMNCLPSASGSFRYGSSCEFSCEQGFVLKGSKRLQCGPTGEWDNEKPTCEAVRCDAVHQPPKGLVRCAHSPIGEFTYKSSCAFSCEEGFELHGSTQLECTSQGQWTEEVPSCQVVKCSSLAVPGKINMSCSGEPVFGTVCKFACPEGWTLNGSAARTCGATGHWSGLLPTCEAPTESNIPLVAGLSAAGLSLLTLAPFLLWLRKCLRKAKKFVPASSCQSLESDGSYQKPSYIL
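material = human umbilical vein endothelial cells (HUVEC), E-selectin induction | quantity = 3,000 cells/well | medium = EGM-2 growth medium on 0.1% gelatin-coated wells | technique = immunofluorescence imaging | read-out basis = % PE-positive cells | control set = TNF-alpha positive control, DMSO neutral control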
Active calls of the source: *; i = inactive; x = not tested or not shown.

SMILES	RAD52 anneal inh	RAD54 branch	esBAF inh	EWS-Fli block	XiGFP reactiv	FN deposition inh	S100A4 inh HTS	E-sel inducer
CCCCC[C@H](C)N1C[C@@H](COCc2ccccc2)Oc2cc(N3CC[C@@H](O)C3)ccc2S1(=O)=O	-18	x	x	-1	0.0	x	-9	0.9
CCOC(=O)N1CCN(c2c(N3CC=C(c4ccccc4)CC3)c(=O)c2=O)CC1	-6	-7	9	1	0.1	4	0	1.8
O=C(C[C@H]1CC[C@@H]2[C@H](COC[C@@H](O)CN2C(=O)Cc2ccccc2)O1)NC1CCCC1	-2	0	3	7	0.0	0	90*	-0.1
C[C@@H]1CN([C@H](C)CO)C(=O)c2cc(/C=C/c3ccccc3)cnc2O[C@H]1CN(C)Cc1cncnc1	-18	6	2	-2	0.1	-13	14	-0.7
C[C@@H]1CN([C@H](C)CO)C(=O)c2cc(NC(=O)Nc3ccc(F)cc3)ccc2O[C@@H]1CN(C)C	5	5	2	i	0.2	x	-5	-2.7
Cc1occc1C(=O)N/N=C/c1ccccc1[N+](=O)[O-]	-3	-8	x	-89	0.0	0	2	x
Cc1ccc(-c2nc3cc(Br)cnc3nc2-c2ccc(C)cc2)cc1	-7	x	x	-6	0.1	x	-8	x
O=C(C[C@H]1CC[C@@H](NC(=O)c2ccc3c(c2)OCO3)[C@@H](CO)O1)NCc1ccc(Cl)cc1	3	-9	-9	-5	0.0	x	11	-0.2
Cc1ccc2c(C)c(C(=O)N(Cc3ccccc3)C3CCS(=O)(=O)C3)oc2c1 (configuration not stated)	-8	-1	x	15	0.0	0	0	x
CC(C)(C)OC(=O)N1O[C@H]2C[C@@H]1[C@@H]1[C@@H]2N=NN1C12CC3CC(CC(C3)C1)C2	7	-11	1	9	0.1	12	0	0.1
CCOC(=O)[C@@H]1[C@H]2COc3ccccc3[C@@H]2N2C(=O)N(c3ccc(C(F)(F)F)cc3)C(=O)[C@@]12C	-11	9	-9	17	0.4	11	-1	-0.2
CNC(=S)Nc1ccc(C)c(NC(=S)NC)c1	-8	-7	2	9	0.4	-9	-3	1.6

Entries of single compounds from above:
Profile of CNC(=S)Nc1ccc(C)c(NC(=S)NC)c1 : RAD52 anneal inh = -8; RAD54 branch = -7; esBAF inh = 2; EWS-Fli block = 9; XiGFP reactiv = 0.4; FN deposition inh = -9; S100A4 inh HTS = -3; E-sel inducer = 1.6
Profile of CCOC(=O)[C@@H]1[C@H]2COc3ccccc3[C@@H]2N2C(=O)N(c3ccc(C(F)(F)F)cc3)C(=O)[C@@]12C : RAD52 anneal inh = -11; RAD54 branch = 9; esBAF inh = -9; EWS-Fli block = 17; XiGFP reactiv = 0.4; FN deposition inh = 11; S100A4 inh HTS = -1; E-sel inducer = -0.2

Carrying on.
SMILES	RAD52 anneal inh	RAD54 branch	esBAF inh	EWS-Fli block	XiGFP reactiv	FN deposition inh	S100A4 inh HTS	E-sel inducer
CC1(C)SC2C(C(=O)O)N=C(Cc3ccccc3)N2C1C(=O)O (configuration not stated)	-30	13	-1	0	0.2	-4	1	0.0
COc1ccc(NC(=O)Nc2ccc3c(c2)C(=O)N([C@H](C)CO)C[C@@H](C)[C@H](CN(C)C(=O)NC2CCCCC2)OCCCC[C@@H](C)O3)cc1	-2	2	21	13	0.0	x	-10	0.0
O=C(CCN1C(=O)/C(=C/c2ccccc2)SC1=S)Nc1ccccn1	0	-4	-2	3	0.3	-21	-4	x
COc1ccc(COc2cc(-c3cccc(OC)c3)nc3ccc(NC(=O)c4ccc(OC)cc4)cc23)cc1	-12	2	-19	48	-0.4	-17	0	21
CCCNS(=O)(=O)c1cccc(C(=O)OCc2cc(=O)oc3cc(OC)ccc23)c1	-20	-65	13	16	0.2	13	1	x
COc1ccc(S(=O)(=O)N2CCCCC2c2cc(C(=O)Nc3ccccc3Cl)no2)cc1 (configuration not stated)	-23	0	-7	0	-0.1	-6	3	0.0
Cc1nc(Nc2ccccc2Br)c2nnn(Cc3ccccc3)c2n1	-17	1	-2	6	0.0	2	-2	x
CC(=O)Nc1ccc(S(=O)(=O)NCc2ccc(C(=O)NCCCN3CCC(C)CC3)cc2)cc1	-12	7	2	-6	-0.1	-2	-9	x
COc1cc(NC(=O)CSc2nncn2C)cc(OC)c1OC	-8	x	x	-1	-0.7	-5	-3	1.3
COC(=O)[C@@]12C[C@@H](CC(=O)N3CCOCC3)C(=O)N(Cc3ccco3)C1=CCC(C)(C)C2	-1	x	x	6	0.3	5	-1	0.0
CC1CCC(NC(=O)c2ccc(-n3cncn3)c([N+](=O)[O-])c2)CC1 (configuration not stated)	-2	x	30	-40	-0.1	4	-7	-1.6
N#CC1=C(N)SC(N)=C(C#N)C1c1ccc([N+](=O)[O-])cc1	-30	x	x	9	-0.1	-9	12	x

Gathered by group: the compounds so far with two or more sulfur atoms.
SMILES	RAD52 anneal inh	RAD54 branch	esBAF inh	EWS-Fli block	XiGFP reactiv	FN deposition inh	S100A4 inh HTS	E-sel inducer
CNC(=S)Nc1ccc(C)c(NC(=S)NC)c1	-8	-7	2	9	0.4	-9	-3	1.6
O=C(CCN1C(=O)/C(=C/c2ccccc2)SC1=S)Nc1ccccn1	0	-4	-2	3	0.3	-21	-4	x

Further entries
SMILES	RAD52 anneal inh	RAD54 branch	esBAF inh	EWS-Fli block	XiGFP reactiv	FN deposition inh	S100A4 inh HTS	E-sel inducer
CN(C)CC(=O)N1[C@H](CO)[C@@H](c2ccc(-c3cccc(C(=O)N(C)C)c3)cc2)[C@@H]1C#N	-32	-14	3	0	-0.1	14	0	-0.4
COCCCN1C(=O)C(=O)/C(=C(/O)c2ccc(S(=O)(=O)N3CCOCC3)cc2)C1c1ccc(OC)cc1 (configuration not stated)	-10	1	-2	-7	0.0	8	-6	16
COCC(C)n1c(SCC(=O)Nc2cccnc2Cl)nc2ccccc2c1=O (configuration not stated)	-19	-2	-3	-16	-0.1	5	-1	0.0
Oc1ccc(C[C@H]2CNC(=S)N2CCc2cc(C(F)(F)F)cc(C(F)(F)F)c2)cc1	-11	3	-5	-5	0.0	-2	2	0.0
CC(=O)Nc1cccc(C(=O)Nc2nc(C)cs2)c1	-24	1	5	-19	0.0	-1	-2	-0.2
CCN1CCC(n2nccc2NC(=O)c2ccccc2Cl)CC1	2	6	2	-59	0.2	-5	-11	x
Cc1[nH][nH]c(=O)c1C(c1ccc(-c2ccc(Cl)c(C(=O)O)c2)o1)c1c(C)[nH][nH]c1=O	-31	x	x	-10	0.1	12	-2	16
CC[C@H](C)[C@@H](CO)NC(=O)[C@H]1O[C@@H](n2ccc(N)nc2=O)[C@H](O)[C@@H]1O	3	5	-2	11	0.8	-17	-3	-0.8
CSc1ccc(Cn2c(C)c(C(=O)NCc3ccco3)sc2=O)cc1	-34	-3	12	20	-0.2	-2	-5	x
O=C(NC1CCC(CC2CCC(NC(=O)C(Cl)Cl)CC2)CC1)C(Cl)Cl (configuration not stated)	0	-5	-7	10	1.7	-4	3	x
CN(CC(=O)Nc1cccc(F)c1)C(=O)CCN1C(=O)C2CC=CCC2C1=O (configuration not stated)	-14	-3	2	-12	0.0	11	2	0.3
COc1ccccc1CCNC(=O)c1c(C)nn(CC(C)C)c1Cl	-14	-6	21	-35	0.2	5	0	x
COc1ccc(C(=O)N[C@H](C(=O)Nc2nc3c(s2)CCCC3)C(C)C)cc1	x	8	65*	x	0.0	21	x	x
CCOC(=O)/C=C/C(=O)OCC(=O)Nc1ccc(OC)c(Cl)c1	-1	-18	x	3	-0.1	-8	-2	-0.2
CN(C)CC#Cc1ccc([C@@H]2[C@@H](CO)N3C(=O)CN(C(=O)c4ccccc4)C[C@H]23)cc1	-7	x	x	x	0.4	x	21	-0.1
CC(C)NC(=O)Nc1ccc2c(c1)CC(=O)N([C@H](C)CO)C[C@H](C)[C@H](CN(C)S(=O)(=O)c1ccc(Cl)cc1)O2	6	7	-1	-3	-0.4	-3	-1	x
COc1ccc(N(CC(=O)NC2CCCCC2)C(=O)c2ccc(C)s2)c(OC)c1	-8	5	-3	14	0.1	14	-65	x
Cc1cc(=O)oc2cc(OCC(=O)OC(C)C(=O)NC3CCCC3)ccc12 (configuration not stated)	-8	0	0	-3	0.0	2	-3	1.1
CC[C@H](C)[C@@H](C(=O)NCCCCCCCCCCC(=O)N1CCNCC1)n1cc(CCCCCN)nn1	36	5	4	-1	0.2	-20	7	0.4
C/C=C(/C)C(=O)Nc1cccc(C2=NOC3(C2)C[C@@H](C(N)=O)N(C(=O)[C@H]2CCC(=O)N2)C3)c1 (some centres not stated)	4	-2	-9	1	0.0	-1	10	0.0
C[C@@H]1CN([C@@H](C)CO)S(=O)(=O)c2ccc(C#CC3CC3)cc2O[C@H]1CN(C)C(=O)c1ccncc1	13	-11	-6	2	-0.6	x	51	-0.3
Cc1ccccc1OCC(=O)OCC(=O)c1ccc(OCc2ccccc2)cc1	x	7	23	x	0.0	-1	x	x
NC(=O)C1CCN(C(=O)CSc2nc(O)cc(=O)[nH]2)CC1	-6	11	-7	4	0.4	-3	-4	0.3
O=C(Nc1ccccc1Br)C1CCCN1S(=O)(=O)c1cccc2nsnc12 (configuration not stated)	-7	x	x	x	0.2	3	2	x
CCc1nc(N)nc2c1C(=O)CC(C)(C)C2	-2	3	-12	-8	x	x	-3	x
COc1ccc(CCNC(=O)CSc2ccccc2)cc1OC	-4	x	x	-4	-0.2	3	-8	-2.2
CC(=O)Nc1ccc2nc(NC(=O)CN3CCOCC3)sc2c1	-5	-4	0	4	0.0	15	-8	0.2
Cc1noc(C)c1NC(=O)N[C@@H]1C=C[C@H](CC(=O)Nc2ccc(-c3ccccc3)cc2)O[C@H]1CO	0	7	1	-2	0.7	-14	-5	0.4
CC(C)(C)c1ccc(C(=O)N2CCC2(C)C(=O)Nc2cnc3ccccc3c2)cc1 (configuration not stated)	-12	1	12	-1	0.2	12	4	-0.4
Cc1cc(C)nc(NC(=O)c2cc(-c3ccc(C)s3)nc3ccccc23)c1	x	-4	x	x	0.1	-6	x	0.1
O=C(C[C@H]1C=C[C@@H](NC(=O)Cc2cccnc2)[C@@H](CO)O1)Nc1ccc(-c2ccccc2)cc1	-9	x	x	-2	0.3	3	3	-0.1
COCCCNC(=O)C1=CCN(S(=O)(=O)c2ccc(OC)cc2)CC1	3	1	-3	-2	0.1	1	-2	x
Cc1ccc(S(=O)(=O)Nc2ccc3cc([N+](=O)[O-])ccc3c2[N+](=O)[O-])cc1	-18	-3	-21	-11	-0.1	-4	19	-2.1
Cc1ccc(S(=O)(=O)N(C)C[C@@H]2Oc3ccc(NC(=O)Nc4ccc(C(F)(F)F)cc4)cc3CC(=O)N([C@H](C)CO)C[C@H]2C)cc1	9	-4	8	-12	-0.6	-14	0	0.2
O=C(Nc1nc2ccccc2[nH]1)C1CC1	-6	x	x	14	0.0	0	-1	2.3
Cc1ccc(OCC(=O)Nc2cccc(S(=O)(=O)N3CCCC3)c2)cc1C	-25	-5	3	-15	0.2	-5	-4	3.9
C[C@@H]1CN([C@@H](C)CO)C(=O)c2cc(NC(=O)NC3CCCCC3)ccc2O[C@@H](C)CCCCO[C@@H]1CN(C)S(=O)(=O)c1ccc(F)cc1	-20	-7	0	8	0.3	-5	8	x
Cc1oc(C)c(C(=O)O)c1C(=O)O	-31	-5	-3	3	0.1	4	2	-0.2

Source: PubChem BioAssay
